TR-FRET SRC-2 ct = flags TR-FRET format artefacts in PPARgamma SRC-2 recruitment agonist screen; TR-FRET artefact counter-screen; active compounds read high; 200,000 tested, 0.4% active; TR-FRET ratio at 8 µM; AID 1049; in the data active means TR-FRET ratio above about 2000; further: inactives centre near 1500
ROMK primary = modulators of human ROMK potassium channel; AID 1918; Tet-inducible ROMK, thallium flux fluorescence; actives lie on both sides; B-score at 10 µM; 130,000 tested, 2% active; P48048;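 active means signal ratio slope over the read window, or its plate-corrected B-score, at least 3 SD from the plate mean, either direction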;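 further: B-score of the F/F0 ratio slope over 7 to 12 s after thallium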
PPARg SRC-2 ag = PPARgamma-driven SRC-2 recruitment agonism | 200,000 tested, 0.34% active | AID 1032 | activation, % at 8 µM | P37231 | PPARgamma LBD-SRC-2 recruitment, biochemical; in the data active means activation above about 22%;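 further: 0% = vehicle and 100% = reference agonist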
Target sequence (P37231 whole entry, looked up, the tested form may be a part): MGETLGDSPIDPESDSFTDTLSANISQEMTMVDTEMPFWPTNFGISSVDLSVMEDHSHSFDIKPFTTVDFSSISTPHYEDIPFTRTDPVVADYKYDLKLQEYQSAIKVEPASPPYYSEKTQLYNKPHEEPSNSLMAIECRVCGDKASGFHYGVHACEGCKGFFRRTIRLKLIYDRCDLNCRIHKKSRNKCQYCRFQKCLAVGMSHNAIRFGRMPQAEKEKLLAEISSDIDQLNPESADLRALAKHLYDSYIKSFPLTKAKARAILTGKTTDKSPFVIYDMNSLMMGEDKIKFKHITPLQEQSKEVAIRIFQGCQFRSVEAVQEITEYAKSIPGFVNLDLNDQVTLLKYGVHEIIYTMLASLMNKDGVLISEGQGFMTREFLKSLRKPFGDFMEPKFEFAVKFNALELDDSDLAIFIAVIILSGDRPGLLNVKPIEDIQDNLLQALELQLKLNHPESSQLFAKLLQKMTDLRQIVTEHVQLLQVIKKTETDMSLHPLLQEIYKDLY
PPARg SRC1 recr = agonists of human PPARgamma SRC-1 coactivator recruitment. P37231. PPARgamma-SRC-1 coactivator recruitment biochemical assay. activation, % at 8 µM. 200,000 tested, 0.41% active; in the data active means activation above about 19%;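 further: 0% = DMSO and 100% = reference agonist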
bIAP act = intestinal alkaline phosphatase (bovine) activation. purified bovine IAP, CDP-star luminescence, 30 min; active compounds read high; fold of DMSO-control signal, blank-subtracted. activation factor at 20 µM. 200,000 tested, 0.17% active. AID 1016;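 active means activation factor of 2 or more at 20 µM, a signal rise over negative controls twice the positive control's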
TNAP act hiacc = activators of human TNAP at high phosphate acceptor concentration. P05186. purified TNAP, CDP-star luminescence, 1 M DEA, 30 min; active compounds read high; 0 = EDTA background, 1 = DMSO-only activity. activation factor at 20 µM. 200,000 tested, under 10 active. AID 1136;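 active means activation factor at least 2 at 20 µM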
Target sequence (P05186 whole entry, looked up): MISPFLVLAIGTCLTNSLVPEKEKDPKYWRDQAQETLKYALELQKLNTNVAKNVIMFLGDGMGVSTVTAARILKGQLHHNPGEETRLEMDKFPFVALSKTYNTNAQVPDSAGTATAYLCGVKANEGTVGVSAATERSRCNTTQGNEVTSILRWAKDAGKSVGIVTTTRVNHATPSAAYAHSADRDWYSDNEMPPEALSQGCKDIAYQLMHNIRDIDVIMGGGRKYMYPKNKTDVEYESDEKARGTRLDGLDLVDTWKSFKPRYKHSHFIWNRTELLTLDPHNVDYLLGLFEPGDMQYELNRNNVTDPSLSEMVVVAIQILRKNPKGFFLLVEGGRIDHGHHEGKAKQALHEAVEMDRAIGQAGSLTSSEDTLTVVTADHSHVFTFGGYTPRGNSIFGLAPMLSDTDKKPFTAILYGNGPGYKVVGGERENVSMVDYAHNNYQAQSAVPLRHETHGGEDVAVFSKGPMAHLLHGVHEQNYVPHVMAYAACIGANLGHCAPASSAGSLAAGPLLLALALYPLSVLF
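Measured by: Luminescent substrate turnover signal | Test system: Human TNAP | Input: TNAP 1/800 final | Dosing: 20 µM single point | Schedule: 30 min, room temperature | Controls: EDTA wells as negative control, DMSO wells as positive control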
STAT3 inh = inhibitors of IL-6 induced STAT3 signaling. U3A cells, IL-6 STAT3-luciferase reporter, luminescence; host cell line lacks STAT1. inhibition, % at 5.5 µM. 190,000 tested, 0.89% active;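 active means inhibition above the mean inhibition across all screened compounds plus 3 SD, cut at about 44% in these data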;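 further: 0% = DMSO only wells and 100% = 100 µM nifuroxazide control wells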
bIAP inh = intestinal alkaline phosphatase (bovine) inhibition; purified bovine IAP, CDP-star luminescence, 30 min; inhibition, % at 20 µM; 190,000 tested, under 10 active;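 active means over 50% inhibition of intestinal alkaline phosphatase at 20 µM in the single-dose screen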
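System: Purified bovine intestinal alkaline phosphatase (IAP) enzyme | Input: IAP diluted 1/65,000,000 in the well | Also added: CDP-star chemiluminescent phosphatase substrate, 30 µM final | Dosing: 20 µM single dose | Times: Enzyme reaction for 30 min at room temperature | Detection: Luminescence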
PPARg SRC3 recr = agonists of human PPARgamma SRC-3 coactivator recruitment; P37231; biochemical PPARgamma/SRC-3 coactivator recruitment assay; activation, % at 8 µM; 200,000 tested, 0.26% active; AID 731; in the data active means activation above about 23%;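 further: 0% = DMSO and 100% = reference agonist; some compounds past the cut are filed as inactive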
STAT1 inh = inhibitors of IFN-gamma induced STAT1 signaling; AID 920; inhibition, % at 5.5 µM; 200,000 tested, 0.35% active; NIH 3T3 STAT1-luciferase reporter, luminescence;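 active means inhibition above a set limit, the mean inhibition across all tested compounds plus 3 SD, cut at about 34% in these data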;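 further: 0% = IFN-gamma with DMSO and 100% = IFN-gamma with 300 µM nifuroxazide; values of inactives mirror those of a sister screen read the other way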
STAT3 act = activators of IL-6 induced STAT3 signaling; U3A cells, IL-6 STAT3-luciferase reporter, luminescence; 100% = signal with IL-6 EC80 alone; activation (% of control), % at 5.6 µM; 190,000 tested, 0.91% active;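 active means activation above the screen-wide mean of compound activation plus 3 SD, cut at about 130% in these data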;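 further: 0% = background luminescence of wells with medium and substrate only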
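Material: human STAT1-deficient U3A cells with stable STAT3-luciferase reporter / Probe or stimulus: IL-6 stimulus at 33 ng/mL final / Schedule: 1 h compound pre-exposure, 6 h IL-6 stimulation, 37 °C / Technique: luminescence / Read-out basis: percent of IL-6-only median luminescence / Control set: IL-6-only high control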
The depositor's hits bear a star.

Cc1nn(Cc2ccccc2Cl)c(C)c1NC(=O)CSc1n[nH]c(C)c1[N+](=O)[O-] was read as TR-FRET SRC-2 ct 1663, PPARg SRC-2 ag 5, PPARg SRC1 recr 1, bIAP act 1, TNAP act hiacc 1, STAT3 inh 6, bIAP inh 3, PPARg SRC3 recr 4, STAT1 inh 6 and STAT3 act 92.
For Nc1[nH]nc2c1NN(c1ccc(Cl)cc1Cl)N2 the results were TR-FRET SRC-2 ct 1623, ROMK primary 0.28, PPARg SRC-2 ag 7, PPARg SRC1 recr 3, bIAP act 0.9, TNAP act hiacc 0.9, STAT3 inh 4, bIAP inh 9, PPARg SRC3 recr 7, STAT1 inh -32 and STAT3 act 97.
Screening CC1(C)Oc2ccc3ccc(=O)oc3c2/C(=C/N)C1=O returned TR-FRET SRC-2 ct 1618, PPARg SRC-2 ag 5, PPARg SRC1 recr -2, bIAP act 1, TNAP act hiacc 1.1, STAT3 inh 9, bIAP inh 3, PPARg SRC3 recr 2, STAT1 inh 8 and STAT3 act 96.
O=C(CC1C(=O)NCCN1Cc1cccc(Oc2ccccc2)c1)NCCc1cnccn1 (centres undefined) was read as TR-FRET SRC-2 ct 1543, ROMK primary -0.6, PPARg SRC-2 ag 1, PPARg SRC1 recr 5, bIAP act 1.1, TNAP act hiacc 1, STAT3 inh 2, bIAP inh -15, PPARg SRC3 recr 3, STAT1 inh -2 and STAT3 act 100.
CCOC(=O)c1c(NC(=O)CSc2nnc(-c3ccncc3)n2Cc2ccco2)sc(C)c1C was read as TR-FRET SRC-2 ct 1695, ROMK primary -0.16, PPARg SRC-2 ag 7, PPARg SRC1 recr -1, bIAP act 0.9, TNAP act hiacc 1.1, STAT3 inh 4, bIAP inh 10, PPARg SRC3 recr 4, STAT1 inh 15 and STAT3 act 102.
Screening COc1ccc(C(=O)Nc2ccc(S(=O)(=O)N3CCOCC3)cc2)cc1OC returned TR-FRET SRC-2 ct 1540, PPARg SRC-2 ag 2, PPARg SRC1 recr 7, bIAP act 0.9, TNAP act hiacc 1, STAT3 inh 2, bIAP inh 5, PPARg SRC3 recr 3, STAT1 inh 5 and STAT3 act 106.
For O=C(Nc1ccc(S(=O)(=O)N2CCCC2)cc1)c1ccc(CN2CCc3ccccc3C2)cc1 the results were TR-FRET SRC-2 ct 1573, PPARg SRC-2 ag 9, PPARg SRC1 recr 6, bIAP act 0.9, TNAP act hiacc 1.1, STAT3 inh 82*, bIAP inh 7, PPARg SRC3 recr 2, STAT1 inh 21 and STAT3 act 29.
Cc1ccc(NC(=O)NNC(=O)C2CCN(Cc3ccc(F)cc3Cl)CC2)cc1 was read as TR-FRET SRC-2 ct 1573, ROMK primary -0.016, PPARg SRC-2 ag 6, PPARg SRC1 recr -1, bIAP act 1.1, TNAP act hiacc 1, STAT3 inh 3, bIAP inh -7, PPARg SRC3 recr 3, STAT1 inh -14 and STAT3 act 99.
For Oc1c(-c2cc(-c3ccco3)[nH]n2)ccc2ccccc12 the results were TR-FRET SRC-2 ct 1506, PPARg SRC-2 ag 1, PPARg SRC1 recr 3, bIAP act 1.4, TNAP act hiacc 1, STAT3 inh -76, bIAP inh -40, PPARg SRC3 recr 2, STAT1 inh -18 and STAT3 act 164*.
For Cc1nn(CCCC(=O)NCCc2ccccc2)c(C)c1[N+](=O)[O-] the results were TR-FRET SRC-2 ct 1815, ROMK primary -0.42, PPARg SRC-2 ag 7, PPARg SRC1 recr 8, bIAP act 0.8, TNAP act hiacc 1.1, STAT3 inh 14, bIAP inh 15, PPARg SRC3 recr 9, STAT1 inh -1 and STAT3 act 93.
Screening Cc1cccc(CN2CCN(C(=O)CCc3nnc(C4CCCCC4)o3)CC2)c1 returned TR-FRET SRC-2 ct 1571, ROMK primary 0.84, PPARg SRC-2 ag 5, PPARg SRC1 recr 2, bIAP act 0.9, TNAP act hiacc 1.1, STAT3 inh -4, bIAP inh 9, PPARg SRC3 recr 2, STAT1 inh -8 and STAT3 act 109.
`COc1ccc(-c2nc3ncccn3c2Nc2ccccc2)cc1` gave TR-FRET SRC-2 ct 1490, PPARg SRC-2 ag -8, PPARg SRC1 recr 14, bIAP act 1.2, TNAP act hiacc 1, STAT3 inh 3, bIAP inh -20, PPARg SRC3 recr 7, STAT1 inh -4 and STAT3 act 100.
For CCCN(Cc1cc2cc(C)ccc2[nH]c1=O)S(C)(=O)=O the results were TR-FRET SRC-2 ct 1537, PPARg SRC-2 ag 0, PPARg SRC1 recr 0, bIAP act 0.9, TNAP act hiacc 1.1, STAT3 inh -3, bIAP inh 12, PPARg SRC3 recr -18, STAT1 inh -6 and STAT3 act 105.
For O=C(Cn1cnc2ccccc21)N1CCN(S(=O)(=O)c2ccccc2)CC1 the results were TR-FRET SRC-2 ct 1511, ROMK primary -0.58, PPARg SRC-2 ag -5, PPARg SRC1 recr -3, bIAP act 0.8, TNAP act hiacc 1, STAT3 inh 14, bIAP inh 18, PPARg SRC3 recr -4, STAT1 inh 13 and STAT3 act 91.
`CCOc1ccc(C(=O)N(CN2CCCC2=O)c2ccccc2)cc1` gave TR-FRET SRC-2 ct 1505, ROMK primary 1.2, PPARg SRC-2 ag -4, PPARg SRC1 recr 10, bIAP act 1, TNAP act hiacc 1.1, STAT3 inh -1, bIAP inh -1, PPARg SRC3 recr -5, STAT1 inh -3 and STAT3 act 105.
`Clc1ccccc1OCc1nnc(-c2ccccc2Br)o1` gave TR-FRET SRC-2 ct 1665, PPARg SRC-2 ag 7, PPARg SRC1 recr 2, bIAP act 0.7, TNAP act hiacc 1.1, STAT3 inh -5, bIAP inh 30, PPARg SRC3 recr 14, STAT1 inh -41 and STAT3 act 106.
O=C(O)CN1C(=O)C2C3CC(C2C1=O)C1C(c2ccccc2)c2sc(=O)[nH]c2SC31 (centres undefined) was read as TR-FRET SRC-2 ct 1648, ROMK primary 0.42, PPARg SRC-2 ag 8, PPARg SRC1 recr 7, bIAP act 0.9, TNAP act hiacc 1, STAT3 inh -2, bIAP inh 12, PPARg SRC3 recr -2, STAT1 inh 3 and STAT3 act 100.
Screening Nc1ccc(C(=O)N/N=C\C=C\c2cccc([N+](=O)[O-])c2)cc1 returned TR-FRET SRC-2 ct 1693, ROMK primary 0.47, PPARg SRC-2 ag 10, PPARg SRC1 recr 11, bIAP act 1, TNAP act hiacc 1, STAT3 inh 21, bIAP inh -2, PPARg SRC3 recr 12, STAT1 inh -8 and STAT3 act 86.
Screening COc1ccc(C2NC(=S)NC(C)=C2C(=O)Nc2ccccn2)cc1 (centres undefined) returned TR-FRET SRC-2 ct 1710, ROMK primary -0.022, PPARg SRC-2 ag 7, PPARg SRC1 recr 6, bIAP act 1, TNAP act hiacc 1.1, STAT3 inh -2, bIAP inh 2, PPARg SRC3 recr -1, STAT1 inh -14 and STAT3 act 106.
Cc1ccnc2nc(C(=O)Nc3cc(Cl)ccc3N3CCOCC3)nn12 was read as TR-FRET SRC-2 ct 1592, PPARg SRC-2 ag 4, PPARg SRC1 recr -15, bIAP act 0.9, TNAP act hiacc 1, STAT3 inh -22, bIAP inh 8, PPARg SRC3 recr -5, STAT1 inh -2 and STAT3 act 130.

Entries listed so far containing an aryl methoxy group:
Screening COc1ccc(C(=O)Nc2ccc(S(=O)(=O)N3CCOCC3)cc2)cc1OC returned TR-FRET SRC-2 ct 1540, PPARg SRC-2 ag 2, PPARg SRC1 recr 7, bIAP act 0.9, TNAP act hiacc 1, STAT3 inh 2, bIAP inh 5, PPARg SRC3 recr 3, STAT1 inh 5 and STAT3 act 106.
`COc1ccc(-c2nc3ncccn3c2Nc2ccccc2)cc1` gave TR-FRET SRC-2 ct 1490, PPARg SRC-2 ag -8, PPARg SRC1 recr 14, bIAP act 1.2, TNAP act hiacc 1, STAT3 inh 3, bIAP inh -20, PPARg SRC3 recr 7, STAT1 inh -4 and STAT3 act 100.
Screening COc1ccc(C2NC(=S)NC(C)=C2C(=O)Nc2ccccn2)cc1 (centres undefined) returned TR-FRET SRC-2 ct 1710, ROMK primary -0.022, PPARg SRC-2 ag 7, PPARg SRC1 recr 6, bIAP act 1, TNAP act hiacc 1.1, STAT3 inh -2, bIAP inh 2, PPARg SRC3 recr -1, STAT1 inh -14 and STAT3 act 106.

Remaining list, next part
Screening O=C(CCCOc1ccc(Cl)cc1Cl)N1CCc2ccccc2C1 returned TR-FRET SRC-2 ct 1424, PPARg SRC-2 ag -6, PPARg SRC1 recr -3, bIAP act 1.1, TNAP act hiacc 1, STAT3 inh -4, bIAP inh -8, PPARg SRC3 recr 5, STAT1 inh -3 and STAT3 act 106.
O=C(NC1CCCCC1)N1CCc2ccccc21 was read as TR-FRET SRC-2 ct 1644, PPARg SRC-2 ag 16, PPARg SRC1 recr 3, bIAP act 0.9, TNAP act hiacc 1.1, STAT3 inh 5, bIAP inh 13, PPARg SRC3 recr 17, STAT1 inh -32 and STAT3 act 99.
For Nc1ccc(-c2sc(N)nc2-c2ccccc2)cc1 the results were TR-FRET SRC-2 ct 1402, PPARg SRC-2 ag 8, PPARg SRC1 recr 5, bIAP act 0.9, TNAP act hiacc 1, STAT3 inh -2, bIAP inh 10, PPARg SRC3 recr -4, STAT1 inh 6 and STAT3 act 103.
Cc1ccc(CN2CCN(Cc3cnc(C)[nH]3)CC2CCO)cc1 (centres undefined) was read as TR-FRET SRC-2 ct 1625, ROMK primary 1.2, PPARg SRC-2 ag 6, PPARg SRC1 recr 2, bIAP act 1, TNAP act hiacc 1, STAT3 inh 5, bIAP inh -2, PPARg SRC3 recr 6, STAT1 inh 3 and STAT3 act 97.
Screening O=C(CC1NCCNC1=O)Nc1ccccc1 (centres undefined) returned TR-FRET SRC-2 ct 1382, PPARg SRC-2 ag 0, PPARg SRC1 recr -6, bIAP act 1, TNAP act hiacc 1.1, STAT3 inh 2, bIAP inh 0, PPARg SRC3 recr -3, STAT1 inh 3 and STAT3 act 99.
`COc1cc(OC)cc(C2=NC3(CCC(C)CC3)NC2=S)c1` (centres undefined) gave TR-FRET SRC-2 ct 1504, ROMK primary -2.7, PPARg SRC-2 ag 3, PPARg SRC1 recr 4, bIAP act 1.2, TNAP act hiacc 1, STAT3 inh 2, bIAP inh -22, PPARg SRC3 recr 5, STAT1 inh -5 and STAT3 act 106.

Bioassay records deposited in PubChem BioAssay by several laboratories.

Rows were taken by chance. Share with any hit: about 3.7%.
